HEK293 NOD2/NF-kB: NOD2 signaling inhibitors, cell-based, luminescence, uHTS, HEK293 (AID 1566) | one-dose inhibition, % at 4 µM; EC50 in µM for titrated hits | HEK293 NOD2/NF-kB luciferase reporter, luminescence; higher % means a stronger effect | 290,000 compounds, 0.63% hits; in the data active = inhibition above about 50%; also: many of its hits are not listed in these tables
NOD1 inhibition: inhibition of NOD1-driven NF-kB reporter – cell-based, luminescence, uHTS, primary screen (AID 1578); NOD1-driven NF-kB luciferase reporter cells, luminescence; higher % means a stronger effect; inhibition, % at 4 µM, or EC50 in µM where a hit was titrated; 290,000 compounds, 1% hits; in the data active = inhibition mostly above about 36%, no sharp cut-off; inactive = mostly below about 34%;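 also: HEK-293T reporter cells stimulated with the NOD1 agonist gamma-tri-DAP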
Insulin prom up: MIN6 insulin promoter up-regulation; MIN6 insulin promoter-GFP reporter, high-content imaging; active compounds read high; z-score at 5 µM; 190,000 compounds, 0.3% hits;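 active = z-score above 3 at 5 µM with at least 500 cells counted in the well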
Autophagy HCS: autophagy modulation, high-content screen; MEF GFP-LC3 puncta imaging; test concentration mostly 10 µM; calls only at 10 µM (by protocol); 190,000 compounds, 0.98% hits; AID 463193;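 active = percentage of spot-positive cells more than 3 SD above its plate mean, without a fluorescence outlier flag or 80% toxicity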;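 also: spot-positive cell cutoff set from DMSO-treated cells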
Yfh1-off respiration: mitochondrial function rescue without frataxin homolog – Friedreich's ataxia, plus single-dose screen, dose response (AID 1465); S. cerevisiae Yfh1-off respiration, WST-1 reduction, 72 h; higher fold induction means a stronger effect; 220,000 compounds, 0.074% hits; one-dose fold induction at 50 µM; EC50 in µM for titrated hits;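 active = fold induction of absorbance versus untreated yeast above a set limit, then at least 30% activation at any dose in follow-up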;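 also: activators that raise dye reduction in frataxin-depleted yeast; strong numbers were not always called active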
b-catenin transl: modulators of beta-catenin nuclear translocation; HeLa beta-catenin nuclear translocation, immunofluorescence imaging; nuclear translocation activity, % at 5 µM; 190,000 compounds, 0.3% hits; AID 1665;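 active = nuclear translocation activity above 50% at 5 µM, with a well cell count of 50 or more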;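 also: per-cell ratio of nuclear to cytoplasmic median beta-catenin stain intensity; plate controls were DMSO negative control for no effect and GSK-3 inhibitor IX positive control for full effect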
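test system = HeLa cells, endogenous beta-catenin | dosing = single 5 µM dose plus 0.02–20 µM confirmation series | times = compound treatment 24 h, 37°C, 5% CO2 | technique = beta-catenin immunofluorescence imaging with DAPI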
M17LAP inhibition: P. falciparum M17LAP inhibitors, primary screen, biochemical, fluorogenic H-Leu-NHMec substrate, 1536-well (AID 1619). recombinant M17LAP, H-Leu-NHMec fluorogenic kinetic assay; higher % means a stronger effect. one-dose inhibition, % at 30 µM; IC50 in µM for titrated hits. 220,000 compounds, 0.38% hits;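 active = compound inhibiting the enzyme by more than half at any dose during confirmatory dose-response retesting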;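 also: plate controls were full reaction with DMSO carrier for no effect and no enzyme background for full effect; strong numbers were not always called active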
Dynein transport: blocks dynein driven cargo transport along microtubules. 3617.4 mouse cells, GR-EGFP nuclear translocation imaging; test concentration mostly 20 µM; stimulated with dexamethasone, 1 µM; active compounds read low. z-score, hits read low. 220,000 compounds, 0.47% hits. AID 1381;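 active = plate z-score of nuclear minus cytoplasmic receptor signal below a set negative limit, without overly bright fluorescence or cell loss, cut at about -3.5 in these data, passing the limit was not always enough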;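 also: z-score of nuclear minus cytoplasmic ring GR-EGFP intensity difference per well; some compounds called inactive have numbers as strong as hits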
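Also added: dexamethasone, 1.0 µM final. Medium: tet-free, stripped-serum medium. Detection: fixed, Hoechst-stained cells imaged at 10x for EGFP. Read-out: nuclear-to-cytoplasmic GR-EGFP distribution per well. Times: induction 48 h, compound 1 h, agonist 30 min.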
MT stabilizer: microtubule stabilizers in HeLa cells; HeLa tubulin immunostaining HCS, 24 h; share of cells brighter than vehicle mean+2SD; % tubulin-high responders, % at 10 µM; 200,000 compounds, 0.83% hits; AID 2205;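 active = plate Z-score above 3 for both tubulin-high and condensed-nucleus cell shares, with cell loss under 80%, at 10 µM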;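 also: anti alpha tubulin signal scored within the nucleus-defined area of each cell; some results filed as inactive read as strong as hits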
Dynein transport cytoplasmic EGFP: second read-out of Dynein transport, no call of its own (marks repeat the call); z-score; measured here: cytoplasmic GR-EGFP intensity; active compounds read high
Dynein transport nuclear GR-EGFP: further read-out of Dynein transport, marked with its call; z-score; measured here: nuclear GR-EGFP intensity;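 lower value marks the stronger effect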
Dynein transport cell count: recorded beside Dynein transport, whose call it bears; z-score; measured here: cell count per field
Insulin prom up cell count: further read-out of Insulin prom up, marked with its call; cell count; measured here: cytotoxicity, nuclei count;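 total cells summed across four imaged fields per well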
b-catenin transl cell count 5 µM: further read-out of b-catenin transl, marked with its call; cell count; measured here: cell count, cytotoxicity flag
MT stabilizer Hoechst-high %: second read-out of MT stabilizer, no call of its own (marks repeat the call); % Hoechst-high responders; measured here: nuclear condensation Hoechst responders;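 share of cells brighter than vehicle mean plus two SD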
MT stabilizer cytotoxicity %: further read-out of MT stabilizer, marked with its call; toxicity, %; measured here: cytotoxicity by cell density;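 0% = mean cell density of plate MIN control wells and 100% = no cells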
Autophagy HCS cell loss 18 h: also measured in Autophagy HCS; calls as there; toxicity, %; measured here: cell loss, nuclei count;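 cell loss after 18 h compound exposure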
* marks the source's active call; other numbers are inactive results; i = inactive; nt = no result given.

#	compound	HEK293 NOD2/NF-kB	NOD1 inhibition	Insulin prom up	Insulin prom up cell count	Autophagy HCS	Autophagy HCS cell loss 18 h	Yfh1-off respiration	b-catenin transl	b-catenin transl cell count 5 µM	M17LAP inhibition	Dynein transport	Dynein transport cytoplasmic EGFP	Dynein transport nuclear GR-EGFP	Dynein transport cell count	MT stabilizer	MT stabilizer Hoechst-high %	MT stabilizer cytotoxicity %
1	Cc1c(OCc2nn[nH]n2)ccc2c(-c3ccccc3)cc(=O)oc12	11.2%	-8.6%	0.78	1305	i	-6.1	i	-3.0	875	95.2µM*	-0.0434	-0.276	0.316	-0.679	2.9	1.9	7.7
2	Cc1nc(CC(=O)N2CCN(S(=O)(=O)c3ccccc3C#N)CC2)cs1	0.3%	7.9%	-0.72	1001	i	-16.0	i	1.1	1115	-3.3%	-0.885	-0.211	-0.2	0.513	3.5	1.8	10.9
3	COc1ccc2cc(C(=O)C3CCCN(C(=O)c4csnn4)C3)ccc2c1 (stereo not given)	-15.9%	35.6%	0.65	1418	i	20.9	i	-0.2	994	-11.3%	-0.131	-0.214	0.156	-0.0872	2.9	1.4	6.8
4	CCN1CCN(C(=O)C(NS(=O)(=O)c2ccc3nc(C)sc3c2)C(C)C)CC1 (stereo not given)	2.3%	-9.0%	-0.75	995	i	2.5	i	-1.9	1107	4.3%	-0.505	0.69	-0.111	0.192	4.4	2.6	4.7
5	CCSc1ccccc1C(=O)N1CCN(Cc2ccc3c(c2)OCO3)CC1	-21.6%	-31.2%	-0.94	1037	i	-6.0	i	-0.7	1020	-15.9%	0.482	-0.224	0.7	-0.471	3.4	2.2	6.9
6	Cc1ccc(S(=O)(=O)N(C)C)cc1NC(=O)COC(=O)Cc1ccc(Br)cc1	9.1%	-24.4%	0.09	1253	i	4.1	i	-3.9	1017	-0.4%	0.0339	-0.342	-0.066	-0.662	2.1	2.7	11.5
7	COC(=O)[C@@H]1C[C@@]2(O)[C@@H](O)[C@@H](O)[C@@H](O)C[C@H]2N1C/C=C/c1ccccc1	-5.3%	-5.1%	0.01	689	nt	nt	i	-0.9	1463	-0.9%	0.246	3.53	0.492	-0.872	nt	nt	nt
8	COc1ccc(-n2nnnc2SCC(=O)Nc2ccc3c(c2)OCCO3)c(OC)c1	-16.7%	4.6%	0.37	1161	i	6.7	i	-4.3	1017	13.9%	0.44	-0.313	0.262	-0.559	4.8	3.0	5.1
9	O=C(N/N=C/c1ccc([N+](=O)[O-])cc1)c1cccs1	-28.5%	-5.1%	-0.26	1446	nt	nt	i	-3.5	1180	-3.4%	0.807	-0.216	-0.0133	-0.158	nt	nt	nt
10	Cn1cc(C(=O)c2cccc(Cl)c2Cl)cc1C(=O)O	15.3%	6.2%	nt	nt	i	-4.3	i	nt	nt	-6.1%	-0.398	-0.229	-0.482	1	2.7	2.4	8.4
11	COc1ccc(/C(O)=C(\C#N)c2nc3ccccc3n2C)cc1OC	4.3%	-10.3%	-0.16	1467	i	6.7	i	-2.0	1421	11.1%	-0.411	-0.306	-0.1	0.489	4.3	3.1	1.8
12	Cc1ccc(C(=O)OCC(=O)Nc2ccc3c(c2)OCO3)o1	4.8%	-23.2%	0.71	1210	i	-6.6	i	-2.5	1295	3.2%	-0.197	-0.234	0.274	-0.404	3.0	2.0	0.4
13	O=S(=O)(Cc1ccccc1)N1CCn2c(nc3ccccc32)C1	3.7%	1.7%	0.45	920	i	8.9	i	nt	nt	7.1%	-0.179	-0.191	-0.0741	0.144	1.7	2.9	4.8
14	Cc1ccc(-c2nnc(SCC(=O)Nc3ccc(N4CCOCC4)cc3)o2)cc1	-8.2%	37.7%	-0.06	1569	i	6.3	i	-1.8	1337	5.5%	-0.284	-0.195	-0.175	0.197	1.9	1.1	5.3
15	N#Cc1cnn2c(N)c(-c3ccc(Cl)cc3)cnc12	-24.4%	-48.6%	-0.83	1209	i	12.2	i	1.6	794	24.7%	0.531	-0.134	0.212	-0.432	6.2	3.1	7.7
16	COc1ccccc1NC(=O)C1(c2ccccc2)CCCC1	-0.1%	-35.5%	-0.27	1459	i	-12.5	i	-0.3	1472	11.0%	-0.838	-0.359	-0.665	0.832	1.5	1.4	4.1
17	Cc1ccc(S(=O)(=O)Nc2ccc(C(=O)OCC(=O)N(CCC#N)c3ccccc3)cc2)cc1C	9.7%	9.4%	nt	nt	i	-23.9	i	-1.2	995	3.6%	1.11	-0.232	0.446	-1.17	4.5	2.1	4.3
18	COc1ccc(C2=NOC3(CC(=O)N(c4ccc(F)cc4)C3=O)C2)c(OC)c1 (stereo not given)	11.4%	13.0%	0.28	1087	i	-13.6	i	nt	nt	7.8%	-0.382	-0.193	-0.0636	0.358	1.8	1.5	11.9
19	O=C1C2CCCN2C(=O)N1CCN1CCN(CCO)CC1 (stereo not given)	15.0%	0.5%	-0.09	1263	i	-9.5	i	-2.0	645	4.9%	-0.569	-0.325	-0.664	0.911	4.8	3.4	6.6
20	Cc1sc2ncnc(N3CCC(C(=O)Oc4cccc(Cl)c4Cl)CC3)c2c1C	8.7%	-42.8%	0.12	1346	i	21.1	i	-3.3	1150	-3.7%	0.968	-0.195	0.419	-0.141	1.0	1.5	2.2
21	COc1cccc(C2C(C#N)=C(N)OC3=C2C(=O)CCC3)c1OC(=O)c1ccco1 (stereo not given)	7.5%	nt	-0.54	1221	i	-7.0	i	0.6	1105	-0.9%	-0.262	-0.205	-0.187	0.658	3.8	3.1	6.1
22	Cc1ccc(-n2c(SCC(=O)NCc3cccs3)nnc2-c2ccoc2C)cc1	24.8%	17.0%	nt	nt	i	8.3	nt	-1.8	788	15.2%	0.238	-0.193	0.564	-0.642	3.0	2.8	9.4
23	COc1cccc2c(SCC(=O)N/N=C/c3ccc(O)c(O)c3)cc(C)nc12	21.6%	-15.6%	0.62	1679	i	-5.5	i	-4.9	1136	16.2µM*	-0.922	-0.244	-0.518	0.977	10.2*	14.2*	10.6*
24	CC(=O)c1ccc(NC(=O)N[C@@H](Cc2ccccc2)C(=O)O)cc1	-3.6%	-0.9%	-0.55	1580	i	-6.3	i	-0.7	1442	46.7%	-1.05	-0.289	-0.341	0.781	3.8	2.3	5.5
25	Cc1cc(NC(=O)CCC(=O)N(Cc2ccco2)C(C(=O)NC2CCCCC2)c2ccccc2)no1 (stereo not given)	-3.1%	0.2%	-0.32	1231	i	-13.3	i	-1.6	1252	6.8%	-0.0221	0.0417	0.0114	-0.79	4.9	2.4	4.4
26	CCc1nnc(NS(=O)(=O)c2ccc(N/C=C\C(=O)c3ccc(C)cc3)cc2)s1	-10.2%	-12.3%	1.09	1601	i	6.1	i	-3.7	1506	52.8%	-0.776	-0.176	-0.683	-0.636	3.0	1.9	9.0
27	N#Cc1c2n(c3c(=O)n(CC(=O)c4ccc([N+](=O)[O-])cc4)cnc13)CCCCC2	10.0%	-0.3%	0.41	1189	i	3.2	i	3.6	561	12.9%	-0.611	-0.296	0.495	0.502	2.1	2.1	9.6
28	O=C(Nc1ccc2oc(=O)ccc2c1)c1cccnc1	18.0%	-16.8%	nt	nt	i	-0.8	i	-3.8	524	-0.8%	-0.689	-0.273	-0.916	1.27	3.2	1.1	0.9
29	CCOP(=O)(OCC)c1nc(-c2cccc3ccccc23)oc1NCc1ccc(OC)cc1	1.8%	-11.8%	-1.19	1117	i	1.4	i	0.1	1084	-14.1%	-0.0812	-0.326	0.121	-0.0131	2.2	2.2	8.5
30	CCOC(=O)N1CCN(S(=O)(=O)c2ccc(C(=O)Nc3nnc(CSC)o3)cc2)CC1	19.2%	-22.1%	-0.2	1296	i	-14.4	i	0.2	958	30.6%	-0.529	-0.328	-0.641	0.65	3.0	3.3	2.8
31	O=C(c1ccc(F)cc1)N1C2CCC1CC(O)(c1ccc(F)cc1)C2 (stereo not given)	-12.4%	8.7%	0.93	1458	i	-7.8	i	-2.9	1353	2.1%	0.394	-0.147	-0.407	-0.355	4.6	2.2	2.5
32	CCC(=O)Nc1cccc(C2=NOC3(C2)C[C@@H](C(N)=O)N(C(=O)CC)C3)c1 (stereo not given in full)	13.2%	-7.4%	-0.18	900	nt	nt	i	-1.4	1152	7.5%	-0.0351	-0.773	0.00132	-0.382	nt	nt	nt
33	CC(=O)c1ccc(NC(=O)CC23CC4CC(C2)CC(n2nnc(C)n2)(C4)C3)cc1	10.7%	-12.7%	nt	nt	i	13.9	i	-0.4	1041	-3.6%	-0.264	-0.173	-0.207	1.03	1.4	1.4	3.2
34	CCOc1ccc2nc3c(cc2c1)CN(CCCO)C(=NCCOC)S3	8.3%	-21.9%	-0.21	1104	i	-6.8	i	-3.8	998	-5.0%	-0.256	-0.294	-0.0316	0.107	3.3	3.6	6.3
35	O=C(NC1CCN(Cc2ccccc2)CC1)c1c(F)cccc1F	-17.7%	-28.6%	-0.18	1332	i	2.4	i	-0.8	995	-0.5%	-0.231	0.111	-0.229	-0.196	3.9	2.5	4.0

An excerpt from above in order of the MT stabilizer Hoechst-high % value, falling:
| entry | canonical_smiles | HEK293 NOD2/NF-kB | NOD1 inhibition | M17LAP inhibition | Dynein transport | Dynein transport cytoplasmic EGFP | Dynein transport nuclear GR-EGFP | Dynein transport cell count | MT stabilizer Hoechst-high % |
| --- | --- | --- | --- | --- | --- | --- | --- | --- | --- |
| 19 | O=C1C2CCCN2C(=O)N1CCN1CCN(CCO)CC1 (stereo not given) | 15.0% | 0.5% | 4.9% | -0.569 | -0.325 | -0.664 | 0.911 | 3.4 |
| 24 | CC(=O)c1ccc(NC(=O)N[C@@H](Cc2ccccc2)C(=O)O)cc1 | -3.6% | -0.9% | 46.7% | -1.05 | -0.289 | -0.341 | 0.781 | 2.3 |
| 33 | CC(=O)c1ccc(NC(=O)CC23CC4CC(C2)CC(n2nnc(C)n2)(C4)C3)cc1 | 10.7% | -12.7% | -3.6% | -0.264 | -0.173 | -0.207 | 1.03 | 1.4 |

Screens from PubChem.

This is a subset; count on the stated rates, not on these rows.
